# Screens from PubChem BioAssay.
# hERG WT inh – inhibitors of human wildtype KCNH2 potassium channel | U2OS, BacMam KCNH2, thallium flux FluxOr; active compounds read low | AID 720551 | Q12809 | activity change, % at 1.84 µM | 340,000 tested, 0.37% active;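 active = maximum activity change below -70%; inconclusive = maximum activity change between -70% and -50%; inactive = maximum activity change above -50%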; note: % is set by controls: 0 for no effect and ±100 for the full control effect
#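 U2OS cells transduced with wild-type KCNH2 virus are loaded with FluxOr dye for 45 min, and thallium flux is measured in kinetic reads before and after stimulation buffer. Rate constants are normalized to DMSO controls.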
# TSHR antag – antagonists of human thyroid stimulating hormone receptor. P16473. activity change, negative = inhibition, % at 11.5 µM. 330,000 tested, 0.2% active. TSHR-expressing cells, TSH-stimulated cAMP HTRF, 2 h; active compounds read low. AID 504810;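 active = activity change below a set negative limit, meaning inhibition stronger than a set level, cut at about -70% in these data; inconclusive = activity change between two set negative limits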; note: % is set by controls: 0 for no effect and ±100 for the full control effect
#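 TSHR-expressing cells, 200/well, pre-treated with compound, then stimulated with EC80 TSH (4nM final) for 2 hours at 37 deg C. cAMP measured by competitive HTRF: anti-cAMP cryptate antibody in lysis buffer plus cAMP-d2, read after 30 minutes at room temperature.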
# USP2a inh – inhibitors of human ubiquitin-specific protease USP2a. 330,000 tested, 0.01% active. AID 463254. USP2 core, Ub-CHOP2 coupled fluorogenic reporter, 485/531. Potency, µM (highest dose often 38.3 µM), for inactives: at the highest dose activity change, negative = inhibition, actives largely listed as inhibitors. O75604;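 note: potency is the fitted concentration of half-maximal effect; plate controls were DMSO wells for no effect and full inhibition by NEM control for full effect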
#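 USP2 core (10nM final) preincubated 30min RT with compound in 20mM Tris-HCl pH 8.0, 2mM CaCl2, 2mM beta-mercaptoethanol, 0.05% CHAPS; 25nM Ub-CHOP2 plus 25nM reporter substrate added, fluorescence (Ex485/Em531) read after 60min.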
# ELG1 DNA repair – inhibitors of ELG1-dependent DNA repair in HEK293T cells | HEK293T ELG1-luciferase reporter, luminescence, 16 h; DNA damage induced by 5-fluorouridine | Potency, µM (top dose mostly 46.1 µM), for the others: at the highest dose activity change, negative = inhibition, hits mostly inhibitors | 330,000 tested, 2.3% active | AID 504467; note: potency is the fitted concentration of half-maximal effect; % is set by controls: 0 for no effect and ±100 for the full control effect; nearly all actives have a fitted effect of over 55% in size
#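 5-Fluorouridine DNA damage + compound/DMSO, 2,000 cells/well, 16 h, 37 °C/5% CO2. ONE-Glo, 30 min RT, luminescence. Readout = decrease in reporter signal.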
# TCR activator – activators of T cell receptors. primary human leukocytes, anti-CD3, IL-2 HTRF, 48 h. Potency, µM (highest dose often 9.22 µM), without a hit: at the highest dose activation of IL-2 secretion, usual class: activators. 330,000 tested, under 10 active; note: % of control where 0% means no effect
#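 Using a-CD3 beads without co-stimulation, primary human leukocytes were exposed to compounds for 48 hr. An HTRF IL-2 kit measured the cytokine, with europium-to-d2 energy transfer producing emission at 665nm upon 320nm excitation.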
# Mito fusion yeast – mitochondrial division inhibition or fusion activation. S. cerevisiae fusion-defective mutant growth rescue, CellTiterGlo 48 h. Potency, µM (titrated, usually from 46.1 µM), inactives show at the highest dose growth rescue (activation), usual class: activators. 320,000 tested, 0.23% active. AID 485298;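 note: potency is the fitted concentration of half-maximal effect; % of control where 0% means no effect; nearly all actives have a fitted effect of over 45% in size; temperature-sensitive fusion mutants such as fzo1-1 at 37 °C on non-fermentable ethanol glycerol medium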
#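 Compounds are tested for their ability to restore growth of mitochondrial fusion-defective yeast strains at non-permissive 37C in YPEG medium over 48 hours. Viability is quantified by luciferase luminescence.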
# KCNH2 3.1 block – KCNH2 3.1 (human) potassium channel inhibition. U2OS KCNH2 3.1, thallium flux FluxOr; active compounds read low. activity change, % (tested at about 1.8 µM). 340,000 tested, 0.95% active. AID 720553;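 active = maximum activity change below -70%; inconclusive = maximum activity change from -70% to -50%; inactive = maximum activity change above -50%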;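 note: thallium influx rate constant from kinetic fluorescence after stimulation buffer; % is set by controls: 0 for no effect and ±100 for the full control effect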
#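 Normalized rate constant (relative to positive and negative DMSO controls) derived from a 2 min kinetic fluorescence read after stimulation; U2OS cells expressing the 3.1 isoform via virus at 1.77 x 10^8 /mL.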
# TRPV1 agonist – activates the human vanilloid receptor TRPV1 | Q8NER1 | TRPV1-expressing cells, Fluo-8 calcium influx, agonist mode | activation, % at 8.33 µM | 320,000 tested, 0.19% active; in the data active = activation above about 80%; inconclusive = between about 30% and that limit; note: 0% is about no effect
# Target sequence (Q8NER1 whole entry, looked up): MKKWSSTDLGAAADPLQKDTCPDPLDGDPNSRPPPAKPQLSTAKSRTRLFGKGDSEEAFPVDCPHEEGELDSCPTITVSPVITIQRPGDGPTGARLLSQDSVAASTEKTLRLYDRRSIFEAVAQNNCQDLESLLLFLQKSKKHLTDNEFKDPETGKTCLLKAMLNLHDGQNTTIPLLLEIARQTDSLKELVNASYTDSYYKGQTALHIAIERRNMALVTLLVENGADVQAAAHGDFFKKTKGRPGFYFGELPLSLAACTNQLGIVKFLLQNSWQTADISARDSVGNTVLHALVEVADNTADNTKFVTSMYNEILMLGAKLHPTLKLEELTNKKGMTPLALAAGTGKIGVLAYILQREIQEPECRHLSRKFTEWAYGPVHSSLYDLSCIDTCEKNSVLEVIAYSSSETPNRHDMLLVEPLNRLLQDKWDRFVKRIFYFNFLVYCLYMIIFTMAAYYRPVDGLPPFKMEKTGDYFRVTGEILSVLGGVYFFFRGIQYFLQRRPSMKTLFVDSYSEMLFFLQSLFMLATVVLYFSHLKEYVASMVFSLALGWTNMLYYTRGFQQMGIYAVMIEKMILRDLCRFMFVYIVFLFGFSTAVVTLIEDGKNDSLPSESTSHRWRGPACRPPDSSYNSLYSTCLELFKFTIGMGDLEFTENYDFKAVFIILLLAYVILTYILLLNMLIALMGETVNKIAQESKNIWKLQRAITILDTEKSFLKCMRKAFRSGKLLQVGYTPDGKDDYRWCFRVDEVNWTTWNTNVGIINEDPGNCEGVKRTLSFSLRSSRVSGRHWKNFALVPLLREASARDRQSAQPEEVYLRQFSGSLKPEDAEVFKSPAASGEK
#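 Fluo-8 calcium influx in TRPV1-expressing cells, kinetic read (ex 480/em 520 nm). Compound added and read 3 min for agonist activity, followed by capsaicin at EC20 final and 2 min further read for enhancement.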
# Eya2 inh – inhibitors of human Eya2 phosphatase activity; recombinant Eya2, OMFP fluorescence dephosphorylation (OMFP is methylfluorescein phosphate); Potency, µM (top dose mostly 76.9 µM), for inactives: at the highest dose activity, negative = inhibition, usual class: inhibitors; 330,000 tested, 0.006% active; AID 488837; note: potency is the fitted concentration of half-maximal effect; % is set by controls: 0 for no effect and ±100 for the full control effect
#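 Eya2 (0.2 uM) preincubated 10 min at ambient with compound, then OMFP substrate added at 50 uM; 10 min reaction in 50 mM HEPES pH 7.5, 50 mM NaCl, 5 uM MgCl2, 0.05% BSA, 1 mM DTT. Fluorescence read at Ex 485/Em 525 nm.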
# AT treatment – candidate therapy for ataxia-telangiectasia | AID 485349 | 320,000 tested, 0.19% active | Potency, µM (titrated, usually from 57.5 µM), for the others: top-dose activation, hits mostly activators | […] A-T fibroblasts, KAP-1 phosphorylation AlphaLISA; neocarzinostatin DNA damage 30 min before lysis; note: potency is the fitted concentration of half-maximal effect; % of control where 0% means no effect; nearly all actives have a fitted effect of over 45% in size
#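 hTERT-immortalized A-T patient fibroblasts ([…]), 500 cells/well in OPTI-MEM, 1% FBS, got compounds for 60 min, then NCS for 30 min at 37C. Lysates were then assayed for phospho-KAP-1 by AlphaLISA (anti-pKAP1 donor, anti-KAP1 acceptor beads), 6 hr at 25C.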
# Active calls of the source: *; ? = inconclusive; nt = not tested or not shown; [ ] = dose if it differs, or a comment. Unless noted, calls come from the whole dose curve; as a rule, active = well fitted curve in the direction sought with a large enough effect; inconclusive = small, poorly fitted or top-dose-only effect, or another doubt; inactive = no such curve, though single readings can be large; an effect the other way counts as inactive or inconclusive. Not all compounds are listed; rates above refer to the full screens.
nr	SMILES	hERG WT inh	TSHR antag	USP2a inh	ELG1 DNA repair	TCR activator	Mito fusion yeast	KCNH2 3.1 block	TRPV1 agonist	Eya2 inh	AT treatment
1	COc1ccc(C(=O)OC2C[C@H]3CC[C@@H](C2)N3O)cc1OC (some centres undefined)	1	-2	-2%	6%	-4%	-1%	9	-3	9%	-9%
2	COc1cccc(NP(=O)(Oc2ccc(Cl)cc2)Oc2ccc(Cl)cc2)c1	11	-5	0%	21µM*	-1%[46.1 µM]	16%	-40	19	-6%	4%
3	CC1CCC(NCCc2ccc3c(c2)OCO3)CC1 (centres undefined)	28	0	1%	-11%	6%	3%	13	1	-3%	-5%
4	CCCc1[nH]nc2c1C1(C(=O)N(CC(N)=O)c3ccccc31)C(C(=O)OC)=C(N)O2 (centres undefined)	-2	3	2%	1%	2%	-2%	12	-3	5%	-1%
5	O=C(CN1C(=O)CN=C(c2ccccc2Cl)c2cc(Cl)ccc21)NCc1ccco1	3	5	0%	-9%	-9%	-4%	0	11	4%	-3%
6	COc1ccc(C2SCC(=O)Nc3c2c(=O)[nH]n3C2CCCCCC2)cc1OC (centres undefined)	-2	9	2%	?	-5%	-3%	13	-3	3%	3%
7	N=c1n(CCO)c2ccccc2n1Cc1ccccc1	19	-3	0%	-17%	-8%	-2%	-44	0	10%	7%
8	CC(=NCc1cccnc1)c1c(O)n(C2CCCCC2)c(=O)[nH]c1=O	-4	-7	0%	-10%	-117%	3%	-14	1	-3%	-1%
9	COC(=O)C1=C(c2cccc(C#N)c2)C[C@@H]2CC[C@H]1N2C(=O)NC1CC1	2	-13	-1%	24%	-6%	-7%	-2	3	0%	-2%
10	COc1ccc(C(Nc2ccccc2)P(=O)(Oc2ccccc2)Oc2ccccc2)cc1 (centres undefined)	-3	24	-4%	?	-2%[46.1 µM]	0%	4	5	-12%	7%
11	CC(=O)C1=C(C)OC(N)=C(C(=O)OC(C)C)C12C(=O)Nc1ccccc12 (centres undefined)	-5	9	0%	1%	nt	2%	-1	2	7%	9%
12	O=C(O)C(Cc1cnc[nH]1)NS(=O)(=O)c1ccc(Br)cc1 (centres undefined)	-1	7	2%	14%	2%	-3%	0	2	-1%	-3%
13	CCCC[n+]1cc(/N=C(\[O-])OC)on1	3	6	1%	7%	4%	-1%	-11	-2	7%	5%
14	O=c1[nH]c(=S)n(C2CC2)c(O)c1C=NCCN1CCOCC1	3	-2	2%	15%	-7%	1%	-2	0	26%	-3%
15	COc1ccc(CC2C(=O)NC(=O)NC2=O)c(OC)c1	2	-9	0%	2%	-1%	3%	-7	-2	-23%	3%
16	CC[C@H]1CN2CCC1C[C@H]2[C@H](O)c1ccnc2ccc(OC)cc12 (some centres undefined)	18	-3	1%	6%	-1%	-3%	-14	16	12%	-9%
17	CCCCCc1nc2c(c(=O)c3ccccc3n2C)c(=O)n1C1CCCCCC1	-6	-3	1%	-8%	1%[46.1 µM]	-28%	-18	25	-8%	3%
18	COC(=O)c1c(NC(=O)C2CC=CCC2C(=O)O)sc2c1CCCCC2 (centres undefined)	8	12	0%	?	-2%	-1%	-5	-7	2%	2%
19	Cc1onc(-c2ccccc2)c1C(=O)N1CCC2(CC1)OCCO2	-7	3	1%	21%	nt	1%	16	2	16%	3%
20	COC(=O)C1=C(N)Oc2c(c(=O)oc3ccccc23)[C@]12C(=O)N(C)c1ccccc12	0	20	-4%	1%	5%	2%	-2	-4	-14%	nt
21	CN1CCN(c2cc([N+](=O)[O-])ccc2Cl)CC1	0	4	1%	7%	-4%	3%	9	1	-15%	-1%
22	CC(=O)c1cn(CC(=O)NCCc2c[nH]c3ccccc23)c2ccccc12	1	-43	0%	?	nt	0%	-3	-4	7%	-21%
23	O=C(Nc1ccc(Cl)cc1)Nc1nccs1	-5	-22	1%	?	-5%	4%	-6	13	-15%	-4%
24	CCOC(=O)c1c(NS(=O)(=O)c2ccccc2)n(CCCOC)c2nc3ccccc3nc12	-4	4	2%	1%	-3%[46.1 µM]	2%	-2	6	4%	28%
25	C=CCn1c(O)c(C(C)=Nc2cc(OC)ccc2OC)c(=O)[nH]c1=O	3	2	1%	0%	-2%	-5%	21	1	-1%	-6%
26	CCN(CCCl)Cc1ccccc1Br	-12	14	nt	nt	-10%	?	7	nt	2%	nt
27	Cn1cc2c([N+](=O)[O-])cc([N+](=O)[O-])cc2n1	nt	-15	6%	-15%	nt	-3%	nt	2	2%	4%
28	CCC(=NCc1ccc(F)cc1)c1c(O)n(C)c(=O)n(C)c1=O	10	-27	3%	7.9µM*	1%	-3%	1	1	-16%	0%
29	CCCCn1c(O)c(C(CC)=NCc2ccc3c(c2)OCO3)c(=O)[nH]c1=O	0	-9	0%	?	3%	25%	5	3	2%	-3%
30	CC(=O)Nc1ccccc1C(=O)OCC(=O)c1ccc2ccccc2c1	15	-11	-12%	?	-5%	5%	14	nt	5%	19%

# An excerpt from above, showing only Eya2 inh, Mito fusion yeast and USP2a inh:
no. | canonical_smiles | Eya2 inh | Mito fusion yeast | USP2a inh
13 | CCCC[n+]1cc(/N=C(\[O-])OC)on1 | 7% | -1% | 1%
14 | O=c1[nH]c(=S)n(C2CC2)c(O)c1C=NCCN1CCOCC1 | 26% | 1% | 2%

# The list continues.
nr	SMILES	hERG WT inh	TSHR antag	USP2a inh	ELG1 DNA repair	TCR activator	Mito fusion yeast	KCNH2 3.1 block	TRPV1 agonist	Eya2 inh	AT treatment
31	O=C1NC(=O)N(c2ccc3c(c2)OCO3)C(=O)/C1=C\c1ccc(-c2ccccc2C(=O)O)o1	24	-4	3%	3%	9%	1%	18	2	1%	3%
32	O=c1[nH]c(=O)n(CCc2ccc(F)cc2)c(O)c1/C=N/N1CCCCC1	7	-17	0%	0%	-3%	-1%	4	-1	1%	-19%
33	CNCCc1c[nH]c2ccc(O)cc12	3	-23	nt	nt	-2%	0%	-3	nt	2%	nt
34	COc1ccc2c(c1)CC1(CN2C)C(=O)NC(=O)N(c2ccc(F)cc2)C1=O (centres undefined)	25	1	2%	-1%	4%	3%	-7	0	13%	0%
35	Cc1cc(OC(=O)c2cccs2)c2c3c(c(=O)oc2c1)CCCC3	-5	-6	2%	-3%	-3%[46.1 µM]	?	-17	7	-7%	1%
36	COC(=O)CCCCC1SCC(NC(=O)c2ccccc2)C1Cl (centres undefined)	-5	-6	15%	7%	4%	4%	2	-1	15%	-5%
37	Cc1cccc(OCCn2c(=O)oc3ccc(C)cc32)c1	9	-4	0%	?	0%	19%	-25	28	-11%	15%
38	CN1/C(=C\C=C2C(=O)NC(=S)NC2=O)C(C)(C)c2ccccc21	-28	6	?	17%	-1%	2%	-27	98*	?	-1%
39	C1CNC2NCCNC2N1 (centres undefined)	-2	3	-2%	1%	3%	5%	14	-2	-2%	14%
40	CC(C)CN1CCN(Cc2cccc3c2OCO3)CC1CCO (centres undefined)	-1	7	0%	?	-2%	2%	5	2	1%	4%

# Of the compounds above, 8 contain an aryl methoxy group.
nr	SMILES	hERG WT inh	TSHR antag	USP2a inh	ELG1 DNA repair	TCR activator	Mito fusion yeast	KCNH2 3.1 block	TRPV1 agonist	Eya2 inh	AT treatment
1	COc1ccc(C(=O)OC2C[C@H]3CC[C@@H](C2)N3O)cc1OC (some centres undefined)	1	-2	-2%	6%	-4%	-1%	9	-3	9%	-9%
2	COc1cccc(NP(=O)(Oc2ccc(Cl)cc2)Oc2ccc(Cl)cc2)c1	11	-5	0%	21µM*	-1%[46.1 µM]	16%	-40	19	-6%	4%
6	COc1ccc(C2SCC(=O)Nc3c2c(=O)[nH]n3C2CCCCCC2)cc1OC (centres undefined)	-2	9	2%	?	-5%	-3%	13	-3	3%	3%
10	COc1ccc(C(Nc2ccccc2)P(=O)(Oc2ccccc2)Oc2ccccc2)cc1 (centres undefined)	-3	24	-4%	?	-2%[46.1 µM]	0%	4	5	-12%	7%
15	COc1ccc(CC2C(=O)NC(=O)NC2=O)c(OC)c1	2	-9	0%	2%	-1%	3%	-7	-2	-23%	3%
16	CC[C@H]1CN2CCC1C[C@H]2[C@H](O)c1ccnc2ccc(OC)cc12 (some centres undefined)	18	-3	1%	6%	-1%	-3%	-14	16	12%	-9%
25	C=CCn1c(O)c(C(C)=Nc2cc(OC)ccc2OC)c(=O)[nH]c1=O	3	2	1%	0%	-2%	-5%	21	1	-1%	-6%
34	COc1ccc2c(c1)CC1(CN2C)C(=O)NC(=O)N(c2ccc(F)cc2)C1=O (centres undefined)	25	1	2%	-1%	4%	3%	-7	0	13%	0%
